From PubChem
TDP43 rescue: rescues yeast growth from TDP-43 toxicity | TDP-43 expressing yeast growth rescue, BacTiter-Glo, 24 h | Potency, µM (titrated, usually from 46.1 µM), for the others: at the top dose growth rescue (activation), most hits filed as activators | hit rate 1.8% among 410,000; note: % of control where 0% means no effect; nearly all actives have a fitted effect of over 50% in size
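Readout is BacTiter-Glo luminescence of cell growth, so inhibitors register as activators. TDP-43-expressing yeast at OD600=0.02 in galactose medium, after raffinose pregrowth to mid-log, were incubated with compound for 24 hr at 30 deg C.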
PTHR1 agonist: agonists of human PTHR1 parathyroid hormone receptor. Q03431. HEK293 GP2 PTHR1 cells, GloSensor cAMP luminescence, 1 h. Potency, µM (highest dose often 115 µM), for the others: at the highest dose activation, hits mostly activators. hit rate 0.075% among 410,000; note: nearly all actives have a fitted effect of over 55% in size; some results filed as inactive show a strong effect at the top dose; inactives centre near -15; many of its hits are not listed in these tables
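HEK-293-derived GP2 cells expressing PTHR1 and a GloSensor cAMP reporter, 3,000/well, plated overnight, given luciferin plus IBMX (each 0.5 mM as added) for 1 h at 37 °C, then compound for 1 h at 37 °C. Luminescence was read after 15 min at room temperature.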
EPAC2 ag: EPAC2 (human) agonism. Q8WZA2. EPAC2 activation, biochemical qHTS; response scale: 100% = 6.5 mM cAMP response. Potency, µM (top dose mostly 154 µM), inactives show at the highest dose activation, most hits filed as activators. hit rate 0.079% among 360,000. AID 720711; note: nearly all actives have a fitted effect of over 50% in size
Target sequence (Q8WZA2 whole entry, looked up): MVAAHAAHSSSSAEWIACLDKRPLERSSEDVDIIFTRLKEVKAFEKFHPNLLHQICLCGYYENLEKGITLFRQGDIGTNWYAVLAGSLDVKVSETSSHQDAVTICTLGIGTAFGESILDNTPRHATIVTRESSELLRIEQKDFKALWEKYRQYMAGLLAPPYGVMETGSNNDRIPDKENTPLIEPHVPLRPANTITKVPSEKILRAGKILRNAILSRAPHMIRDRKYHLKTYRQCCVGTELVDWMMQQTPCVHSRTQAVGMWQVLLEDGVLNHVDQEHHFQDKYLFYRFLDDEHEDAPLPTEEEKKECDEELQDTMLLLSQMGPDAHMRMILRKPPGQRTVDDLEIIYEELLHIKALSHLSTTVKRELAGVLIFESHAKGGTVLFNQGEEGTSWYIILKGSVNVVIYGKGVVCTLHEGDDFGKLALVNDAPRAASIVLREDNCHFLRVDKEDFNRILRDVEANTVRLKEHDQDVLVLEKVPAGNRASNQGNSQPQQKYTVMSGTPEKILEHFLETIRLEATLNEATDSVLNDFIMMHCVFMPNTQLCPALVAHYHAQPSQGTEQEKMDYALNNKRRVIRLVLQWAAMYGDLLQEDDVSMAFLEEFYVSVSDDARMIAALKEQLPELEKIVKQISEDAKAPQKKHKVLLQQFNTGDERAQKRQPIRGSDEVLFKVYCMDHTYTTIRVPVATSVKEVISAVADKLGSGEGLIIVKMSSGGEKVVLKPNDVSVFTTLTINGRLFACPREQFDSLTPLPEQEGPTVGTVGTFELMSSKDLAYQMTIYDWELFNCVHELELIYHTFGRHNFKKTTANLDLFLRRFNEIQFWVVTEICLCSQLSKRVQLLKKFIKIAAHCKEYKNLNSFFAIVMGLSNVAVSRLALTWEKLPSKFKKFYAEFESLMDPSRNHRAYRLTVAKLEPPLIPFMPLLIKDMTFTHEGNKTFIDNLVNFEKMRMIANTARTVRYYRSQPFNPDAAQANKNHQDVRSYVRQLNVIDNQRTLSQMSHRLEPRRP
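EPAC2 (100 nM) mixed with Rap1B loaded with BODIPY-GDP (250 nM) plus 50 uM unlabeled GDP; compounds pinned in, 5 min RT, then read every 5 min for 30 min (ex 480, em 540 nm). Normalized to cAMP control.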
EPAC1 antag: antagonists of human EPAC1. O95398. EPAC1 GEF assay, Rap1b-BODIPY-GDP exchange fluorescence. Potency, µM (doses to about 115 µM), for the others: at the top dose activity change, negative = inhibition, hits mostly inhibitors. hit rate 0.14% among 360,000. AID 720709;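 note: plate controls were vehicle for no effect and positive control for full effect; nearly all actives have a fitted effect of over 50% in size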
FUS yeast rescue: suppressors of FUS proteinopathy in yeast; S. cerevisiae FUS-expressing, growth rescue, OD600, 24 h; Potency, µM (top dose mostly 76.6 µM), for inactives: top-dose growth rescue (activation), actives largely listed as activators; hit rate 0.24% among 390,000; AID 1347120;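 note: plate controls were DMSO vehicle for no effect and reference control for full effect; nearly all actives have a fitted effect of over 55% in size; some results filed as inactive show a strong effect at the top dose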
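Read-out: OD at 600 nm after 24hr at 30C, reporting rescue of FUS-induced yeast toxicity. Cells at OD 0.005 in galactose (2%) minimal medium; compounds tested in a dilution series; CP55940 titration from 92uM final as control.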
aSyn rescue: inhibitors of alpha-synuclein toxicity in yeast | Yeast expressing alpha-synuclein, growth rescue, BacTiter-Glo, 24 h | Potency, µM (series often up to 46.1 µM), for the others: top-dose growth rescue (activation), actives largely listed as activators | hit rate 0.14% among 370,000 | AID 652106; note: % of control where 0% means no effect; nearly all actives have a fitted effect of over 65% in size
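Galactose-induced alpha-syn yeast (OD600=0.02, raffinose-pregrown) + pinned cpd, 24 hr, 30 deg C; growth by BacTiter-Glo luminescence. Growth restoration scores as activation.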
EPAC1 agonist: activates human EPAC1 exchange factor; O95398; EPAC1 agonist qHTS, biochemical assay; response scale: 100% = response to 6.5 mM cAMP; Potency, µM (doses to about 154 µM), inactives show at the highest dose activation, usual class: activators; hit rate 0.073% among 360,000; note: nearly all actives have a fitted effect of over 60% in size
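Multi-concentration qHTS readout: loss of Rap1B-bound BODIPY-GDP fluorescence driven by 100 nM EPAC1 with excess GDP (50 uM), monitored kinetically at room temperature; agonist response expressed relative to 6.5 mM cAMP.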
EPAC2 antagonist: antagonists of human EPAC2 | Potency, µM (highest dose often 114 µM), for the others: top-dose activity, negative = inhibition, most hits filed as inhibitors | hit rate 0.18% among 360,000 | EPAC2 GEF exchange of Rap1B-BODIPY-GDP, fluorescence | Q8WZA2; note: % is set by controls: 0 for no effect and ±100 for the full control effect; nearly all actives have a fitted effect of over 45% in size; many of its hits are not listed in these tables
* = called active by the depositor; i = inactive; ? = inconclusive; . = not tested or not shown; & = joins results of further samples; [ ] = remark or other dose. Calls come from the whole dose curve; as a rule, active = well fitted curve in the direction sought with a large enough effect; inconclusive = small, poorly fitted or top-dose-only effect, or another doubt; inactive = no such curve, though single readings can be large; an effect the other way counts as inactive or inconclusive. Potency is the fitted concentration of half-maximal effect. Not all compounds are listed; the hit share may differ from the screen's.

molecule	TDP43 rescue	PTHR1 agonist	EPAC2 ag	EPAC1 antag	FUS yeast rescue	aSyn rescue	EPAC1 agonist	EPAC2 antagonist
Cc1cc(C(=O)CSc2nnnn2-c2ccc(Cl)cc2)c(C)n1CC1CCCO1 (configuration not stated)	-14%	i	-4%	15%	4%	1%	1%	6%
Cc1ccc(-n2c(C)c3c(C)nnc(C)c3c2C)cc1N	-14%	-18%	15%	-14%	30%	-2%	-6%	10%
O=C1c2ccsc2SCCN1Cc1cccc(Cl)c1	0%	-9%[57.5 µM]	7%	-15%	-4%	22%	5%	1%
NS(=O)(=O)c1cccn1-c1ncc(C(F)(F)F)cc1Cl	-9%	i	-2%	10%	15%	-4%	-4%	5%
Cc1ccccc1S(=O)(=O)NC(=O)C1(C)CCN1C(=O)c1c(C)noc1C (configuration not stated)	4%	i	6%	4%	-20%	6%	8%	13%
COc1ccc(S(=O)(=O)N2CCOCC2)cc1NC(=O)c1cccc(Cl)c1	9%	i	5%	22%	4%	3%	-2%	9%
COc1ccc(-c2c(C)oc3c(CN4CCCCC4C)c(O)ccc3c2=O)cc1OC (configuration not stated)	19%	i	5%	9%	17%	-1%	-17%	17%
CC1CCCC(C)N1C(=O)COC(=O)c1ccc([N+](=O)[O-])o1 (configuration not stated)	7%	i	5%	2%	4%	0%	-3%	1%
O=C(CSc1nnc(CNC(=O)c2c(F)cccc2F)o1)NCCc1ccccc1	21%	-18%	10%	-13%	.	-6%	1%	7%
CCCCSc1nc(C)nc2c1c(=O)n(C)c(=O)n2C	0%	i	2%	-4%	-8%	?	-1%	-16%
Cc1ccc(NC(=S)N2CCCCCC2)cc1	?	-20%	7%	-7%	7%	-5%	4%	2%
COc1ccc(S(=O)Cc2ccc(C(=O)NCc3cccc(OC)c3)o2)cc1 (configuration not stated)	14%	i	0%	13%	13%	1%	-1%	-4%
Cc1ccc(C)c(NC(=O)c2cnc3n(c2=O)CCS3)c1	14%	-3%	4%	-1%	-15%	-3%	3%	1%
Nc1sc2c(c1C(=O)NCCc1ccccc1)CCC2	20%	i	8%	0%	24%	1%	4%	-3%
COc1ccc(CN2CCNC(=O)C2CC(=O)N(C)Cc2ccncn2)c(OC)c1 (configuration not stated)	17%	i	-6%	1%	-8%	5%	-4%	-24%
CC1=C(C#N)C2(O)C(=O)c3ccccc3C2(O)N1 (configuration not stated)	3%	i	-6%	12%	-10%	-3%	2%	-2%
C[C@@H]1CN([C@H](C)CO)C(=O)c2c(c3ccccc3n2C)-c2ccccc2CO[C@H]1CN(C)Cc1ccc(C(F)(F)F)cc1	-19%	-25%	-8%	-4%	36%	-5%	-24%	-12%
CC(C)CC(OC(=O)c1nsc(Cl)c1Cl)C(=O)NCC1CCCO1 (configuration not stated)	6%	i	4%	-1%	-2%	2%	2%	-9%
CCC(C)Nc1nc2c(c(=O)n(C)c(=O)n2C)n1Cc1cccc(C)c1 (configuration not stated)	-1%	-18%[57.5 µM]	12%	3%	13%	11%	-6%	-4%
CCCCC(=O)Nc1ccc(Cl)cn1	-4%	-8%[57.5 µM]	0%	0%	-23%	-10%	2%	5%
C1CN(CC2CCN(c3nc4nonc4nc3N3CCSCC3)CC2)CCO1	21%	i	0%	-9%	16%	2%	0%	5%
C/C(=N/NC(=O)c1nnn(-c2nonc2N)c1CSc1ccc(Cl)cc1)c1ccncc1	8%	i	14%	-4%	-11%	2%	6%	-2%
Nc1cc(S(=O)(=O)O)cc([N+](=O)[O-])c1O	-5%	-15%	12%	-4%	-6%	-9%	3%	12%
CCCN=C1N(C)C[C@@H]2[C@@H]3C(=O)N(C)C(=O)[C@@H]3[C@](Cc3ccccc3)(C(=O)OC)N12	10%	-9%	6%	22%	-17%	-3%	-5%	-4%
CCOC(=O)c1ccc(NC(=S)N2CCN(CCNC3=CC(=O)CC(C)(C)C3)CC2)cc1	12%	i	-5%	-13%	4%	1%	9%	-1%
CCc1cccc(Nc2cc(C)nc3ncnn23)c1	10%	11%	14%	10%	-18%	13%	-2%	-2%
Fc1ccccc1-c1nc(-c2ccc(-c3nn[nH]n3)cc2)no1	.	-53%[inhibitor]	4%	0%	11%	.	18%	-18%
COC(=O)CC(NC(=O)Nc1ccccc1F)c1ccc2c(c1)OCO2 (configuration not stated)	19%	i	9%	-10%	-20%	0%	-8%	5%
COCCNS(=O)(=O)c1cc(Br)ccc1OC	-12%	i	5%	-4%	1%	?	8%	-1%
CN(C)CCN(C(=O)C1CCCCC1)c1nc2cc3c(cc2s1)OCCO3	21%	0%	7%	-5%	0%	0%	-2%	2%

Sorted by value in EPAC2 antagonist (rising): three from the list above
| mol | EPAC2 antagonist |
| --- | --- |
| CC(C)CC(OC(=O)c1nsc(Cl)c1Cl)C(=O)NCC1CCCO1 (configuration not stated) | -9% |
| C/C(=N/NC(=O)c1nnn(-c2nonc2N)c1CSc1ccc(Cl)cc1)c1ccncc1 | -2% |
| C1CN(CC2CCN(c3nc4nonc4nc3N3CCSCC3)CC2)CCO1 | 5% |

(list continues)
molecule	TDP43 rescue	PTHR1 agonist	EPAC2 ag	EPAC1 antag	FUS yeast rescue	aSyn rescue	EPAC1 agonist	EPAC2 antagonist
Nc1[nH]c(=O)ncc1F	?	i	5%	-12%	-42%	1%	-38%[inhibitor]	9%
Cc1ccn2c(=O)nc(SCc3cccc(C(F)(F)F)c3)nc2c1	5%	-10%	7%	-2%	28%	1%	3%	-22%
O=C(C1CCN(CC2CCCCC2)CC1)N1CCCC1	-22%	i	1%	5%	-13%	3%	3%	-2%
CCOC(=O)c1cnc2c(C)cccc2c1NCc1ccco1	-16%	i	30%	-5%	-13%	0%	?	-14%
COc1ccc(NC(=O)CN2C(=O)NC(C)(c3ccccc3)C2=O)c(OC)c1 (configuration not stated)	-11%	i	6%	-20%	17%	-4%	-1%	3%
CN1CCC(N(C)CC(=O)Nc2ccccc2N2CCOCC2)CC1	-4%	-6%[57.5 µM]	-1%	6%	2%	-8%	6%	5%
O=C(NC(=S)N1CCN(c2ccc([N+](=O)[O-])cc2Cl)CC1)c1ccco1	-2%	-36%[inhibitor]	7%	4%	.	-4%	-7%	9%
COc1ccc(/C(O)=C2\C(=O)C(=O)N(CCN(C)C)C2c2cccc(OC)c2OC)cc1Cl (configuration not stated)	-3%	-24%	-6%	-12%	5%	0%	-2%	4%
O=C(CN(C(=O)c1csnn1)c1ccc(F)c(Cl)c1)NCc1ccc(F)cc1	-4%	-6%	7%	-5%	16%	3%	-2%	6%
CCCCN(C)CC(O)Cn1cc(/C=C/C(=O)c2cccs2)c2ccccc21 (configuration not stated)	5%	i	-5%	4%	29%	-2%	-10%	2%
Cc1nc2cc(C(=O)N3CCN(C)CC3)ccc2n1C	11%	-10%	1%	10%	6%	7%	-3%	6%
CCc1nc2c(c(=O)c3ccccc3n2C)c(=O)n1C1CCCCCC1	-35%[inhibitor]	i	-4%	3%	.	9%	-6%	-6%
COc1ccc(/C(N)=N/OC(=O)Cc2ccc(C)cc2)cc1	?	-5%	5%	-21%	8%	-2%	16%	-2%
Cc1ccc(S(=O)(=O)NCC(=O)OC2CCOC2=O)cc1 (configuration not stated)	-6%	i	-6%	-9%	2%	7%	14%	-1%[57.1 µM]
O=C(CCNC(=O)c1ccccc1)Oc1ccc([N+](=O)[O-])cc1	1%	-1%	1%	-2%	.	1%	-4%	7%
CCNC(=S)N1CCN(S(=O)(=O)c2ccc(C)cc2)CC1	-9%	-11%	0%	-4%	3%	8%	-11%	-16%
CC1CCC2(CC1)NC(=O)N(CC(=O)NCc1ccco1)C2=O (configuration not stated)	-11%	-10%	8%	6%	-5%	-5%	4%	15%
COc1ccc(NC(=O)C2CCCC2)cc1S(=O)(=O)N1CCOCC1	8%	-12%	4%	1%	.	1%	3%	11%
COc1ccc(NC(=O)CN(C)CCOc2ccc(Cl)cc2)cc1OC	-11%	i	-2%	-3%	-14%	10%	-12%	2%
C=C1C(=O)[C@]23C[C@H]1CCC2[C@@]1(C)C(C[C@@H]3O)[C@](C)(C(=O)OC)CC[C@@H]1OC(C)=O (some centres not stated)	?	-96%	-3%	?	15%	-81%[inhibitor]	-1%	-11%
CC(Sc1ncccn1)C(=O)Nc1ccc2c(c1)OCO2 (configuration not stated)	7%	i	3%	12%	.	-4%	15%	9%
O=C(CCn1nnc(-c2cccs2)n1)NCc1ccccc1Cl	12%	i	12%	-8%	15%	-1%	6%	-16%
CCC(=O)Nc1ccc(NC(=O)C23CC4CC(CC(C4)C2)C3)cn1	26%	-30%	0%	0%	-7%	1%	10%	-9%
Cc1cc(=O)n2nc(N3CCC(C(=O)NCc4ccccc4Cl)CC3)sc2n1	11%&13%	-27%	2%	-3%	1%&9%	-3%	-4%	-9%
CN1OC(COC(=O)c2ccc(Cl)cc2Cl)CC1c1ccccc1 (configuration not stated)	-4%	-7%	26%	-5%	24%	-4%	21%	-1%
C/C(N)=C(/C#N)C(=O)COC(=O)c1cc(-c2cccc3ccccc23)nc2ccccc12	15%	i	19%	-5%	24%	-3%	2%	3%
COc1ccc(OC)c(/C=N/NC(=O)CSc2cc(C)nc3c(OC)cccc23)c1	-20%	-1%	5%	-15%	24%	0%	-10%	3%
Cc1cc(C(=O)N2CCN(CCc3ccccc3)CC2)no1	-9%	0%[57.5 µM]	9%	-6%	15%	5%	6%	-2%
CC1CN(S(=O)(=O)c2cccc(C(=O)NNC(=O)C(C)Oc3ccccc3F)c2)CC(C)O1 (configuration not stated)	3%	i	2%	-2%	-7%	2%	2%	7%
O=C(CC(c1ccccc1)c1ccccc1)OCn1nnc2ccccc2c1=O	18µM*	-31%[inhibitor][57.5 µM]	10%	-12%	5%	14%	13%	-1%
Cc1ccc(P(=Nc2ccccc2)(N2CCOCC2)N2CCOCC2)o1	-7%	-9%[57.5 µM]	10%	-11%	-2%	-6%	13%	-2%
CSc1nnc(-c2ccccc2N=Cc2c(C)[nH]n(-c3ccccc3)c2=O)c(=O)[nH]1	-18%	i	-10%	9%	-19%	-16%	1%	2%[57.1 µM]
